Screening results as filed in PubChem.
MOR-DOR inv ag = mu-delta opioid heterodimer inverse agonism; P35372+P41143; cell-based MOR-DOR heterodimer luminescence; inhibition, % at 9.3 µM; actives 0.21% (n = 340,000); in the data active = inhibition above about 22%, passing the limit was not always enough;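 note: 0% = cells with DMSO and 100% = wells without cells with DMSO; values of inactives mirror those of a sister screen read the other way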
Target sequence (P35372 whole entry, looked up): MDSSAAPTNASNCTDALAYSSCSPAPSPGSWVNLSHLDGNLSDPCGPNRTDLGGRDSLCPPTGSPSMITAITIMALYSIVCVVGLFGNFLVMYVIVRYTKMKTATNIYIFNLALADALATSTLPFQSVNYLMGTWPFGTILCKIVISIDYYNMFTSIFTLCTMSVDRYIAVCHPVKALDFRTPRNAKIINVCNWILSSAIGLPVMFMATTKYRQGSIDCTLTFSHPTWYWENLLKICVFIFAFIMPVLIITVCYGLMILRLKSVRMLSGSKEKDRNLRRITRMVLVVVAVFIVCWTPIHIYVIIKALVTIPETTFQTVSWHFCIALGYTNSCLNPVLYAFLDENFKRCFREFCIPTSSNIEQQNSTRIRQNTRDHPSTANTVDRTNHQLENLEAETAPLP
Target sequence (P41143 whole entry, looked up): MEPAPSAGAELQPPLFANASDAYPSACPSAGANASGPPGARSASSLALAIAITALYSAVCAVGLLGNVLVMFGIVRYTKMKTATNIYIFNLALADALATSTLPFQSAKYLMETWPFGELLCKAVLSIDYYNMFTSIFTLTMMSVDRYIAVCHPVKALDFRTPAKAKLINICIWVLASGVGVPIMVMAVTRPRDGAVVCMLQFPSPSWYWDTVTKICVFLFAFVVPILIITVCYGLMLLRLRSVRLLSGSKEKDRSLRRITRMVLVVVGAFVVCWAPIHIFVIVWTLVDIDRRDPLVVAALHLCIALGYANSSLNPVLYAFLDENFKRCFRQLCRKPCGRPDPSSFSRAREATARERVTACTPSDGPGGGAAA
Ecoli viability = reduces bacterial viability in AddAB counter-screen; E. coli V3065 growth, OD600 absorbance, 18 h; inhibition, % at 11.9 µM; actives 0.27% (n = 330,000);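 active = inhibition above the campaign's mean inhibition across all tested compounds plus 3 SD, cut at about 9.9% in these data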;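 note: uninfected addAB+ strain grown without phage in ampicillin broth; 0% = DMSO wells and 100% = ciprofloxacin 0.95 µg/ml wells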
Tat transport = inhibitors of E. coli Tat protein transport; E. coli MC4100 TorA-mCherry Tat export, fluorescence; inhibition, % at 10 µM; actives 0.036% (n = 340,000);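 active = mean replicate inhibition at least 50% and at least half of replicates individually reaching 50%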;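 note: exported cargo escapes ClpAP degradation while cytoplasmic cargo is degraded and loses fluorescence; 0% = median of neutral control wells and 100% = median of NaSCN control wells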
AddAB inh = less growth of phage-infected E. coli with AddAB; E. coli expressing H. pylori AddAB, absorbance growth; inhibition, % at 11.9 µM; actives 0.29% (n = 330,000); AID 435030; in the data active = inhibition above about 12%;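 note: 0% = vehicle wells of infected cells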
PfHsp90 yeast 2 = growth inhibition of yeast expressing Plasmodium Hsp90; AID 504621; actives 0.32% (n = 310,000); S. cerevisiae expressing PfHsp90, BacTiter-Glo ATP, 48 h; yeast lacking PDR1 and PDR3 efflux regulators; inhibition, % at 9.4 µM;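 active = every replicate shows inhibition above about 80%, whatever the replicate mean, limit read from the data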;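 note: 0% = DMSO neutral controls and 100% = 20 µM radicicol positive controls; yeast relying on Plasmodium falciparum Hsp90 in place of its own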
PKA-R2B act = PKA-R2B complex activation | activation, % at 11.4 µM | AID 504700 | PKA-R2B holoenzyme dissociation, Cy5-IP20 fluorescence polarization; R2B truncated from residue 108, S112A mutant; 0% DMSO only, 100% 113 µM cGMP | actives 0.079% (n = 340,000) | P22694+P31323;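 active = activation above a cutoff set at the mean over all compounds plus 3 SD, cut at about 18% in these data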;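 note: higher means more holoenzyme dissociation and a rise in polarization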
Mot1-301 SUMO = inhibitors of SUMOylation pathway: yeast Mot1-301 growth rescue. S. cerevisiae Mot1-301 growth rescue, ATP luminescence, 38.5C; percent above DMSO median, 100 means doubled. growth rescue, % at 18.8 µM. actives 1% (n = 320,000). AID 2716;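 active = every valid replicate shows activation above 250% relative to neutral control wells; inactive = the rest, any valid replicate at or below 250%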;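 note: OY570 slx delta 5 strain wells were the positive control but not used for scaling; some compounds called inactive have numbers as strong as hits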
HTR5A inv ag = counter-screen for OPRM1-OPRD1 inverse agonists: human HTR5A inverse agonism; P47898; HTR5A cell line, luminescence; inhibition, % at 9.3 µM; actives 0.083% (n = 340,000); AID 504634; in the data active = inhibition mostly above about 23%, no sharp cut-off; inactive = mostly below about 18%;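 note: 0% = cells with DMSO and 100% = no-cell wells with DMSO; some compounds called inactive have numbers as strong as hits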
OPRM1-OPRD1 ag = agonists of human mu-delta opioid receptor heterodimerization; P35372+P41143; cells, OPRM1-OPRD1 heterodimerization, luminescence; activation, % at 9.3 µM; actives 0.3% (n = 340,000); in the data active = activation above about 18%;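 note: 0% = vehicle-treated cells and 100% = reference agonist; values of inactives mirror those of a sister screen read the other way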
PKA-R1A activ = activators of PKA-R1A complex; activation, % at 11.4 µM; PKA-R1A dissociation, Cy5-IP20 fluorescence polarization; scaled: DMSO 0%, 113 µM cGMP 100%; actives 0.083% (n = 340,000);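 active = percent activation above the mean of all tested compounds plus 3 SD, cut at about 19% in these data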;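 note: higher means more PKAc released from R1A so a rise in polarization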
phage Ecoli inh = E. coli growth loss with phage present; growth absorbance; inhibition, % at 11.9 µM; actives 0.26% (n = 360,000); AID 651602; in the data active = inhibition above about 11%
* marks the source's active call; other numbers are inactive results; . = not tested or not shown.

SMILES	MOR-DOR inv ag	Ecoli viability	Tat transport	AddAB inh	PfHsp90 yeast 2	PKA-R2B act	Mot1-301 SUMO	HTR5A inv ag	OPRM1-OPRD1 ag	PKA-R1A activ	phage Ecoli inh
COc1ccc(S(=O)(=O)NCC(=O)N(CC2CCCO2)C(C(=O)NC2CCCC2)C(C)C)cc1 (centres undefined)	12	-1.4	-8	0.4	-10	-11	0	-8	-1.7	-10	1.4
O=C(Nc1ccc2c(c1)OCO2)c1cncc(Br)c1	1	0.7	-2	1.1	8	-2	1	5	-0.1	1	2.1
COc1ccccc1CNC(=O)CN1C(=O)NC(c2ccccc2)(c2ccc(C)c(C)c2)C1=O (centres undefined)	-2	.	6	.	-11	-2	.	13	0.4	-9	3.2
CCOC(=O)C(C)c1n[nH]c(=O)c2ccccc12 (centres undefined)	16	-0.8	0	2.4	-25	0	-9	11	-3.3	-7	3.3
CC(=O)Nc1ccc(Nc2nc(C)nc3c2nnn3Cc2ccccc2Cl)cc1	8	0.1	2	0.8	13	1	3	-10	-1.5	8	2.3
CC1CC1C(=O)OCC(=O)NCc1ccc(Cl)cc1 (centres undefined)	17	-1.3	-5	-1.9	8	4	220	4	-2.9	5	2.5
COc1ccc(Cc2nc3ccc(C(=O)NCCCSC)cc3o2)cc1OC	2	0.3	0	2.8	-14	-2	3	-8	-0.4	-4	1.8
CCc1noc(C)c1C(=O)NNC(=O)c1cc(OC)c(OC)c(OC)c1	9	-0.1	7	4.1	.	-10	71	1	-1.7	-5	3.5
COc1ccc(C(=O)NCC(=O)OCC(=O)Nc2cc(OC)ccc2OC)cc1	-3	-1.1	9	1.9	-6	-3	10	7	0.6	-16	0.2
COc1ccc(NC(=O)NCc2ccco2)cc1OC	-3	-0.3	0	-0.5	32	5	106	18	0.6	0	3.5
COc1ncnc2c1NC1=C(S2)C(=NCCC(=O)O)CC(C)(C)C1	0	-0.9	-2	2.0	19	-2	.	-7	0.0	-8	3.9
N#CC1=C(N)N=C(SCc2ccccc2)C(C(N)=O)C12CCCCC2 (centres undefined)	12	2.4	1	-0.4	-9	-9	-16	4	-2.1	-5	3.1
COc1ccc(NS(=O)(=O)c2cc(NC(=O)c3nc4nc(C)cc(C)n4n3)ccc2C)cc1	7	-1.4	-1	-0.8	5	4	3	11	-1.3	14	0.7
Cc1ccccc1CN1N=C(/C=C/c2ccccc2)CCC1=O	8	-0.9	16	0.9	-8	-12	9	-12	-1.6	-5	2.6
COC(=O)CSc1nc2ccc(NC(=O)c3ccccc3C(=O)N3CCOCC3)cc2s1	7	-0.7	-1	3.7	8	8	-1	1	-1.4	-1	-1.3

An excerpt of these results, with two lines to a compound:
Below each compound: MOR-DOR inv ag	Ecoli viability	Tat transport	AddAB inh	PfHsp90 yeast 2	PKA-R2B act	Mot1-301 SUMO	HTR5A inv ag	OPRM1-OPRD1 ag	PKA-R1A activ	phage Ecoli inh
> CC(=O)Nc1ccc(Nc2nc(C)nc3c2nnn3Cc2ccccc2Cl)cc1
  8	0.1	2	0.8	13	1	3	-10	-1.5	8	2.3
> CC1CC1C(=O)OCC(=O)NCc1ccc(Cl)cc1 (centres undefined)
  17	-1.3	-5	-1.9	8	4	220	4	-2.9	5	2.5
> COc1ccc(Cc2nc3ccc(C(=O)NCCCSC)cc3o2)cc1OC
  2	0.3	0	2.8	-14	-2	3	-8	-0.4	-4	1.8
> CCc1noc(C)c1C(=O)NNC(=O)c1cc(OC)c(OC)c(OC)c1
  9	-0.1	7	4.1	.	-10	71	1	-1.7	-5	3.5
> COc1ccc(C(=O)NCC(=O)OCC(=O)Nc2cc(OC)ccc2OC)cc1
  -3	-1.1	9	1.9	-6	-3	10	7	0.6	-16	0.2
> COc1ccc(NC(=O)NCc2ccco2)cc1OC
  -3	-0.3	0	-0.5	32	5	106	18	0.6	0	3.5
> COc1ncnc2c1NC1=C(S2)C(=NCCC(=O)O)CC(C)(C)C1
  0	-0.9	-2	2.0	19	-2	.	-7	0.0	-8	3.9

Sorted by the number under Mot1-301 SUMO (ascending): three of the compounds above.
Structure | Mot1-301 SUMO
N#CC1=C(N)N=C(SCc2ccccc2)C(C(N)=O)C12CCCCC2 (centres undefined) | -16
COC(=O)CSc1nc2ccc(NC(=O)c3ccccc3C(=O)N3CCOCC3)cc2s1 | -1
CC1CC1C(=O)OCC(=O)NCc1ccc(Cl)cc1 (centres undefined) | 220

(listing goes on)
SMILES	MOR-DOR inv ag	Ecoli viability	Tat transport	AddAB inh	PfHsp90 yeast 2	PKA-R2B act	Mot1-301 SUMO	HTR5A inv ag	OPRM1-OPRD1 ag	PKA-R1A activ	phage Ecoli inh
CCC(=O)NC(=S)Nc1ccccc1F	15	0.5	-11	5.2	2	-1	213	-20	-3.7	-2	1.2
COc1ccc(N(CC(=O)N/N=C/c2cccc(OC)c2OC)S(=O)(=O)c2ccccc2)cc1	-2	-1.0	3	-2.9	27	2	13	-8	0.5	3	-0.6
C=CCSc1nc(-c2ccc(OC)cc2)c(C#N)c(=O)n1CC=C	-9	.	13	.	35	10	.	0	2.0	-6	-0.1
Cc1ccc(C)c(N2CCN(C(=O)C3CCCN(S(=O)(=O)c4c(C)[nH]c(=O)[nH]c4=O)C3)CC2)c1 (centres undefined)	9	-0.3	4	2.7	37	-3	398	-9	-1.9	10	.
CCCCOc1ccc(C(=O)NCc2ccco2)cc1	11	3.1	-3	1.2	11	9	15	-3	-1.8	-7	2.1
COc1ccc(OC)c(C2C(C(=O)c3sc(C)nc3C)=C(O)C(=O)N2CCN2CCOCC2)c1 (centres undefined)	13	-0.5	-7	2.2	-3	-16	12	4	-2.9	-11	-0.9
CC1CN(C(=O)c2cc(Br)c(Br)s2)CC(C)O1 (centres undefined)	8	0.2	0	0.6	-23	-2	24	-1	-2.0	-10	0.9
O=C(Cc1cccc2ccccc12)N/N=C1\CCCc2ccccc21	-40	-0.8	-3	-1.3	.	3	-7	-11	6.9	-7	0.1
COc1ccc(C2/C=C\CN(S(=O)(=O)c3ccc(C)cc3)CC(=O)N2Cc2ccc(F)cc2)cc1 (centres undefined)	5	-0.3	-25	0.9	-14	-3	-23	-31	-0.9	7	1.4
c1ccc(CNc2ccc3c(c2)ncn3C2CCCCC2)nc1	3	-2.5	3	-0.9	.	3	135	-4	-0.5	-6	2.0
CCCn1c(SCC(=O)Nc2nonc2C)nnc1-c1ccoc1C	16	-1.5	-2	1.9	-2	-13	13	-24	-2.8	3	-2.3
CSc1nc2ccc(NC(=O)C3=NNC(=O)CC3)cc2s1	5	2.8	-2	2.7	9	9	159	0	-1.1	2	1.8
Cc1cc(Br)cc2c1NC(=O)C2(c1c(C)n(C)n(-c2ccccc2)c1=O)c1c(C)n(C)n(-c2ccccc2)c1=O	18	0.0	-1	4.5	6	12	-23	0	-2.9	5	1.2
CCC(C)c1ccc(NC(=O)COc2c(F)c(F)c(C(F)(F)F)c(F)c2F)cc1 (centres undefined)	-29	0.8	8	0.2	-12	-12	-21	-8	4.6	-11	3.4
COC(=O)c1cc(S(=O)(=O)N2CCN(c3ccc(C(C)=O)cc3)CC2)c[nH]1	8	-0.2	-4	2.7	-4	-3	-10	-7	-1.5	-6	-2.1
NC(=S)Nc1ccc2cc[nH]c2c1	-2	0.4	4	-0.6	28	10	9	2	0.2	0	3.2
CCN(CC)CCOC(=O)/C=C/c1ccccc1OC	18	2.4	-2	3.5	-16	-15	1	9	-3.6	-7	2.2
CCCc1cc(C(=O)NNC(=S)NCC)c2ccccc2n1	13	0.1	-1	1.9	6	-7	11	32	-2.8	-2	5.2
c1ccc(CSc2nnc(-c3cccs3)n2Cc2ccco2)cc1	8	-1.6	13	1.0	.	5	.	18	-1.9	12	3.5
CC(C)(C)NC(=O)NC(=O)COC(=O)Cn1c(C(F)(F)F)nc2ccccc21	-12	-3.1	-9	-1.1	-2	9	56	-3	2.0	0	3.1
Cc1cc(OCC(=O)Nc2ccc(CN3CCOCC3)cc2)c2c(C)cc(=O)oc2c1	8	0.2	3	3.0	12	1	-4	-9	-1.5	1	1.0
O=C(c1ccsc1)N1CCCC(N2CCN(c3cccc(Cl)c3)CC2)C1 (centres undefined)	1	0.1	-5	0.9	3	-6	-2	-9	-0.1	3	1.8
O=C(NNC(=O)c1cc(OCC(F)(F)F)ccc1OCC(F)(F)F)c1cccc(C(F)(F)F)c1	7	-1.1	1	1.2	-53	0	4	-12	-1.4	-4	-2.3
O=C(CC1NCCN(Cc2ccccc2)C1=O)Nc1ccccc1 (centres undefined)	.	0.7	-3	-0.6	-7	.	-3	.	.	.	0.3
CC(=O)OCCOc1nc(NC(C)C)nc(NC(C)C)n1	9	1.0	-9	6.4	-8	-4	-6	0	-1.7	-1	-0.6
OCCOCCOc1ccccc1OCCOCCO	4	0.0	-3	2.2	-7	-8	3	-7	-0.5	-3	1.7
O=C(O)c1ccc2c(c1)C(=O)N(Cc1ccc3c(c1)OCO3)C2=O	7	-1.4	0	-0.8	9	-3	.	-7	-1.4	5	1.7
COc1ccc(N2CCN(C(=O)CSc3ccc(C)cc3)CC2)cc1	-14	-1.3	-5	0.5	4	-3	1	-3	2.7	-15	4.6
O=C(Nc1cccc(S(=O)(=O)NC2=NCCC2)c1)c1cnc(Cl)c(Cl)c1	10	0.5	2	3.6	3	-5	0	7	-2.4	-12	2.1
C/C(CC1(O)C(=O)N(C)c2ccccc21)=N\O (centres undefined)	11	0.6	5	0.6	1	-2	0	24	-2.0	-12	2.3
COc1ccc(CCNC(=O)COC(=O)c2cc3ccccc3oc2=O)cc1OC	15	-0.5	-2	0.0	-15	-8	4	10	-4.1	-4	1.3
CCOc1ccc(-c2csc(NC(=O)CSC3=NC(=O)CN3C(C)=O)n2)c2ccccc12	3	-0.4	-3	-0.4	2	5	-1	-10	-0.5	2	3.2
CCOc1cc(/C=N/NC(=O)CSc2nncn2C)ccc1OCc1cccc(C)c1	6	-3.1	-7	-2.9	20	-9	3	-6	-1.1	-7	3.5
O=c1[nH]c(=S)[nH]cc1Oc1ccc(Cl)cc1	6	.	3	.	-19	4	.	6	-1.2	-7	3.8
Cc1cc(C)c2c(CN3CCN(Cc4ccccc4)CC3)cc(=O)oc2c1C	-12	-0.8	-2	-1.0	-7	1	0	5	2.6	-7	1.9
CCn1c(SCc2cccc(C(=O)O)c2)nnc1-c1ccc(Cl)cc1	6	.	6	.	-12	2	-18	-12	-1.2	4	1.9
CCCc1sc(N)nc1-c1ccc(C)cc1	8	-0.4	1	-1.1	-5	-14	.	16	-1.5	-15	0.5
O=C(Nc1ccc(Br)cc1F)C1CCN(c2nnc(-n3cccc3)s2)CC1	-1	-2.2	2	2.7	.	2	-7	2	0.2	8	1.7
